# Source: PubChem BioAssay
# H9c2 protect – modulators protecting cardiomyocytes from myocardial damage; H9c2 cardiomyocytes, H2O2 injury protection, ATPLite, 2 h; protection from H2O2 cell death, % at 20 µM; 360,000 compounds, 0.63% hits; AID 588492;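 active = compounds giving at least 50% protection of heart cells from peroxide-induced death in the single-dose screen, raw or plate-pattern-corrected value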;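 also: 0% = DMSO wells with peroxide and 100% = DMSO wells without peroxide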
# MC4R antag cAMP – antagonists of human melanocortin 4 receptor (MC4R). P32245. MC4R-expressing cells, MTII-stimulated cAMP, LANCE TR-FRET. inhibition, % at 6.5 µM. 360,000 compounds, 0.48% hits. AID 540295;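 active = inhibition above its plate's cutoff, the mean of tested wells on that plate plus 3 SD, cut at about 29% in these data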;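 also: 0% = Melanotan II alone and 100% = Melanotan II plus saturating MCL0020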
# Target sequence (P32245 whole entry, looked up): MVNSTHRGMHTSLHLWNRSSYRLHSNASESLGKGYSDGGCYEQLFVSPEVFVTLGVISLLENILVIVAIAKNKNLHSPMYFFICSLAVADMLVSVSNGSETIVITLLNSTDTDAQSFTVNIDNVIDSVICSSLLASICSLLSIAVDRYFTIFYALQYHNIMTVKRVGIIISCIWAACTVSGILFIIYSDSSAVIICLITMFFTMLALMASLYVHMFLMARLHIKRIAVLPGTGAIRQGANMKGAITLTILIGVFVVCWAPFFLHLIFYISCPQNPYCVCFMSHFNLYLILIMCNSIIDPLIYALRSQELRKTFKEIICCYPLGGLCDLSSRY
#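 Assay system: U2OS-MC4R stable cell line; Also added: Melanotan II; Technique: Eu-cAMP/anti-cAMP TR-FRET, emission 671 nm; Times: 30-min compound, 1-h challenge, 1-h detection, room temperature.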
# Granule exo inh – lytic granule exocytosis inhibition. TALL-104 LAMP-1 surface exposure, flow cytometry; cells stimulated with thapsigargin and PMA. inhibition, % at 10 µM. 360,000 compounds, 0.66% hits. AID 651702;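 active = inhibition above about 55%, limit read from the data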
# ABHD5-PLIN5 inh – blocks binding of human ABHD5 to perilipin-5; AID 602281; Split G. princeps luciferase complementation, luminescence, 4 h; inhibition, % at 4 µM; 360,000 compounds, 0.78% hits; Q00G26+Q8WTS1;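 active = inhibition above the mean inhibition across every tested compound plus 3 SD, cut at about 22% in these data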;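 also: 0% = DMSO only wells and the 100% control is not disclosed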
# aDG glyco act – alpha-DG glycosylation activation; Pro5-aDG cells, alpha-DG glycosylation AlphaScreen (IIH6); 0% Pro5, 100% B10-LARGE cell signal; activation, % at 10 µM; 360,000 compounds, 0.22% hits; AID 624168;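 active = activation of at least 8% versus controls, or a plate z-score of at least 8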;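 also: Pro5 are CHO cells carrying HIG-tagged alpha-DG that lacks glycosylation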
# m5-HT2A agonist – agonists of mouse serotonin 5-HT2A receptor (HTR2A) | activation, % at 7.6 µM | CHO-K1 mHTR2A beta-arrestin complementation, luminescence; percent of 30 µM serotonin response | 360,000 compounds, 0.66% hits | P35363;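 active = activation above a run cutoff, the mean activation of all tested compounds plus 3 SD, cut at about 14% in these data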;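 also: 0% = plate median of compound wells and 100% = 30 µM serotonin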
# Target sequence (P35363 whole entry, looked up): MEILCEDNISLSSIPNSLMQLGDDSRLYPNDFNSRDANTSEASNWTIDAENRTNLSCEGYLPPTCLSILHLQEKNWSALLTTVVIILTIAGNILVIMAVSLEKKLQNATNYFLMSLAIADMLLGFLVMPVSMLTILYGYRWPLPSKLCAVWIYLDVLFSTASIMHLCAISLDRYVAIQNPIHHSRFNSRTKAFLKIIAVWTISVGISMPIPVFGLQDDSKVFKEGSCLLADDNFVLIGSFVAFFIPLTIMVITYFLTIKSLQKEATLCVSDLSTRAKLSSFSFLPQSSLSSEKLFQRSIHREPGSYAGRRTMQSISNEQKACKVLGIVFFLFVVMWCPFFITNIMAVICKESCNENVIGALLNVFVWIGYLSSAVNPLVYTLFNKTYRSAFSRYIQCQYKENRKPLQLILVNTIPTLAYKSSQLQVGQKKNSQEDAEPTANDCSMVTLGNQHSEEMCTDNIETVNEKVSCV
# MC4R barr agon – agonists of human melanocortin 4 receptor (MC4R) beta-arrestin; AID 540308; activation, % at 8.9 µM; U2OS MC4R beta-arrestin complementation, luminescence; percent of melanotan II response, DMSO zero; 360,000 compounds, 0.98% hits;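 active = activation above a per-plate cutoff, the mean activation of sample wells on that plate plus 3 SD, cut at about 8% in these data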
# iPSC survival up – hiPSC single-cell survival enhancement; 360,000 compounds, 0.044% hits; survival enhancement, % at 20 µM; ATPlite luminescence; 100% = ROCK inhibitor wells, 0% = DMSO; AID 602274; in the data active = survival enhancement above about 18%;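 also: cells exposed to compounds for 16 hours before the ATP read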
# N-glyco inh – blocks N-linked glycosylation in D54 reporter cells | 360,000 compounds, 0.23% hits | AID 588692 | D54 ERlucT glycosylation luciferase reporter, 24 h; percent of 100 nM tunicamycin response | reporter increase, % at 12.5 µM;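 active = mean luciferase reporter signal, scaled so untreated is 0 and the glycosylation-blocking control 100, at or above a set limit in every replicate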;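 also: luciferase carries N-glycosylation sites so blocking glycosylation raises the light; 0% = median of neutral control wells and 100% = median of 100 nM tunicamycin wells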
# ABCB6 inh MLPCN – inhibitors of human ABC transporter ABCB6; 360,000 compounds, 0.19% hits; fluorescence ratio to DMSO, % at 10 µM; Q9NP58; K562-ABCB6 porphyrin accumulation, flow cytometry, 1 h; stronger effect = lower value; AID 602162;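 active = fluorescence ratio to DMSO below 75%, the collection mean minus 3 SD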;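 also: signal is porphyrin accumulated inside mitochondria; 100% equals median channel fluorescence of DMSO control wells; lower ratio means ABCB6 inhibition with less porphyrin fluorescence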
# * = called active by the depositor; / = no result given.
SMILES,H9c2 protect,MC4R antag cAMP,Granule exo inh,ABHD5-PLIN5 inh,aDG glyco act,m5-HT2A agonist,MC4R barr agon,iPSC survival up,N-glyco inh,ABCB6 inh MLPCN
CCN1CCN(C(c2cccs2)C(C)NC(=O)NC2CCCCC2)CC1 (stereo unspecified),12.1,16.9,-5.3,11.6,-0.1,11.8,-0.4,-0.9,-3.9,94.0
CCOC(=O)C1=NN(c2ccccc2)C2C(=O)N(c3ccccc3OC)C(=O)C12 (stereo unspecified),6.0,2.4,-8.7,-0.9,0.0,7.1,-0.2,-0.3,1.4,93.0
NS(=O)(=O)c1cc(C(=O)NCCOc2ccccc2)c(Cl)cc1Cl,2.4,16.0,15.7,2.7,-0.2,3.4,-1.1,4.3,24.7,102.0
CCOC(=O)c1c(NC(=O)c2ccccc2)sc2c(O)c(CN(CC)CC)ccc12,3.6,5.1,4.0,-3.8,-0.4,-4.9,-0.7,-0.5,3.1,69.0*
O=S(=O)(NCC(c1cccnc1)N1CCOCC1)c1ccccc1 (stereo unspecified),14.9,10.1,-11.3,3.2,-0.1,0.6,-2.7,2.0,-0.1,102.0
O=C(Cc1ccc(F)cc1)Nc1ccc(Cl)cn1,-1.7,9.2,1.1,-1.5,-0.1,-1.7,-0.9,0.1,-3.2,95.0
Cc1nn(Cc2ccc(C(=O)NC3CCCCC3)o2)c(C)c1Br,-3.1,-27.1,2.1,5.8,0.3,0.2,-0.9,0.5,-2.4,94.0
COc1ccccc1Nc1nc(NCCO)nc(N2CCCC2)n1,-5.3,0.2,9.4,2.6,0.0,2.8,-1.3,0.7,2.0,87.0
O=C1CN(C(=O)c2ccc(Br)o2)C(c2ccccc2)c2cc(F)ccc2N1 (stereo unspecified),-1.9,9.2,1.5,2.6,0.0,2.8,-0.7,-3.7,5.1,100.0
COCCNC(=S)NNC(=O)c1cc(-c2cccnc2)nc2ccccc12,6.7,15.0,-4.3,7.1,-0.6,-5.3,-2.6,-0.1,1.3,99.0
NC(=Nc1ccccc1)NC(=O)c1nc(Cl)c(N)nc1N,6.5,-2.0,-1.2,-10.2,0.2,-0.7,-0.1,-0.1,-8.9,101.0
CCOC(=O)c1c(C)nc2sc3c(=O)n(-c4ccc(OC)cc4)cnc3c2c1-c1ccc(OC)cc1,-22.8,-4.6,3.7,-2.2,-0.3,0.3,-1.3,0.8,3.2,92.0
CC(C)(C)NC(=O)CSc1n[nH]c(=O)n1-c1ccccc1,2.6,2.5,6.3,-9.5,-0.4,-0.6,-0.3,0.0,1.9,97.0
CCN(CC)C(=O)OCCc1cc2ccccc2c(=O)o1,-0.6,0.9,12.9,1.7,0.0,-0.9,-0.7,-0.5,0.3,95.0
CCn1c(Cc2ccccc2)nnc1SCC(=O)N1CCCCC1,-0.2,7.2,-1.8,-2.5,0.0,2.5,0.5,5.6,1.0,94.0
O=C(CSc1n[nH]c(-c2ccncc2)n1)NCCc1ccccc1,1.9,6.9,3.5,-5.2,-0.2,4.6,-0.7,-1.1,0.7,101.0
C/C(=N/NC(=O)c1ccc(C)s1)c1cccc(NC(=O)COc2ccc(Cl)cc2Cl)c1,/,9.5,-1.3,0.1,/,2.4,6.8,/,2.3,108.0
CC(=O)N1CCc2cc(S(=O)(=O)N3CCc4ccccc4C3)ccc21,-15.5,2.1,0.4,-3.2,0.5,2.3,0.0,-3.5,-0.4,104.0
CCOC(=O)Cc1cc(-c2ccc(F)cc2)nc2ccc3ccccc3c12,-3.0,21.7,1.5,-5.7,1.7,-6.0,3.1,2.7,-1.7,108.0
Cc1nc(N2CCN(c3ccccn3)CC2)c2c(C)c(C(=O)Nc3ccc(F)cc3)sc2n1,71.4*,7.1,14.7,-10.6,-0.5,-3.0,-0.5,0.1,-3.9,95.0
CC(C)NC(=O)NC(=O)COC(=O)CCCSc1nc2ccccc2s1,2.3,10.1,-2.1,-2.4,-0.4,7.0,-3.1,-0.2,-0.8,110.0
O=C1C(=O)N(CCS(=O)(=O)c2ccccc2)c2ccc(F)cc21,-1.5,9.5,5.3,-9.6,7.6*,-4.0,-4.3,-0.5,0.7,100.0
COc1ccc(NC(=O)N2CCOCC2)cc1OC,0.9,16.5,2.0,2.2,-0.2,-1.4,-1.2,1.9,5.6,90.0
O=C(NCCCN=C1NS(=O)(=O)c2ccccc21)c1ccncc1,2.3,0.4,-1.3,8.5,-0.3,1.7,-2.0,0.2,1.9,100.0
O=Cc1ccc(C(=O)OCC(=O)NCCC2=CCCCC2)cc1,4.0,7.3,-3.1,-1.9,-0.3,-1.2,-1.3,0.0,-0.3,95.0
Cc1cc(C(=O)CN2C(=O)NC(c3ccccc3)(c3ccccc3)C2=O)c(C)n1Cc1ccco1,5.1,5.3,3.1,8.0,-0.4,-4.3,-2.6,-3.3,-3.2,102.0
Cc1ccc(-c2[nH]ncc2C(=O)c2cccc(F)c2)c(O)c1,-5.5,17.5,-7.1,-8.5,0.1,-0.7,4.0,1.2,-2.5,92.0
O=C(CCc1nc2sc3c(c2c(=O)[nH]1)CCCC3)NCC(=O)Nc1ccccc1Br,9.0,0.6,-5.1,3.0,0.0,4.1,-2.6,0.6,-0.5,100.0
COC(=O)[C@@]12C[C@@H](CC(=O)N3CCOCC3)C(=O)N(Cc3cccc4ccccc34)C1=CCC(C)(C)C2,/,/,2.0,7.7,0.0,3.5,/,/,/,/
CCOC(=O)/C=C1\SCC(=O)N1CC(=O)NCc1cccc(Cl)c1,-5.5,9.4,-6.4,-2.7,0.0,-2.0,1.7,0.0,0.0,101.0
CC(=O)Nc1cccc(CNCc2cccc(NC(C)=O)c2)c1,4.6,-1.1,-2.0,2.6,-0.2,5.3,1.9,2.2,-0.5,99.0
CC1=NS(=O)(=O)NC(C)(C)C1,2.4,-0.1,6.0,6.6,-0.1,1.2,-1.8,-1.4,0.2,92.0
CC(=O)Nc1ccc(NC(=O)c2sc(-c3ccccc3)nc2C)cc1,-3.7,-1.1,11.6,5.8,-0.1,-1.3,-1.5,-0.2,-0.6,102.0
CCn1c(SCC(=O)Nc2nc(C)cs2)nnc1-c1ccncc1,2.9,0.0,2.1,1.0,-0.1,-0.9,-0.1,-0.1,0.6,103.0
CCCCc1cc(=O)oc2cc(C)cc(OC(C)C(=O)NCc3ccccn3)c12 (stereo unspecified),14.3,4.9,-4.2,-0.2,0.1,0.2,-2.0,-0.5,-1.8,99.0
CCOc1ccc(CC(=O)NNC(=S)Nc2ccccc2)cc1Br,-6.2,3.3,-2.1,3.5,-0.3,3.8,0.7,9.3,1.4,106.0
CCC(C)NC(=O)C1CCC(CNS(=O)(=O)c2ccc3c(c2)N(C(C)=O)CCO3)CC1 (stereo unspecified),-5.1,13.7,-5.1,1.3,-0.3,3.4,-2.8,-0.5,0.1,100.0
COc1ccc(Br)cc1/C=N/n1c(-c2ccccc2)n[nH]c1=S,-5.9,0.0,-1.9,-3.1,0.1,-0.3,-2.3,-0.6,0.8,94.0
CCCCOC(=O)C1Cc2ccccc2C(=O)O1 (stereo unspecified),13.9,11.1,1.3,-3.8,-0.1,3.4,-3.3,-1.0,2.1,101.0
CCOC(=O)Cc1c(C)nc2cc(-c3ccc(C)cc3)[nH]n2c1=O,-1.0,0.3,-0.9,-6.0,0.2,0.5,-1.1,-1.6,1.9,90.0
CC(=O)N/C(=C\c1ccccc1)C(=O)OCc1cc(C)ccc1C,8.6,0.4,-0.1,-10.7,0.0,-2.9,0.1,0.6,-1.3,98.0
COc1ccc(/C=N/NC(=O)c2ccc(CSc3nc(C)cc(C)n3)cc2)c(OC)c1OC,3.0,-2.6,-4.3,-5.1,-0.1,0.8,-0.1,3.3,5.3,92.0
COC(=O)C1=C[C@@H](C(=O)OC)[C@@H]2C3=C(C(=O)C2(C)C)[C@H](C)n2c(=O)n(-c4ccccc4)c(=O)n2[C@@H]3C1,6.2,-1.9,-8.9,8.7,1.5,-4.1,0.3,0.9,3.8,102.0
COc1ccc(C(=O)C[C@@H]2OC[C@H](C)N2S(=O)(=O)c2ccc(C)cc2)cc1OC,/,/,6.4,3.3,0.1,3.0,/,/,/,/
CCNC(=O)C1(C)CCN(C(=O)c2c(F)cccc2F)C1 (stereo unspecified),0.3,-3.9,3.3,1.2,-0.2,-3.2,-0.3,-0.4,1.3,99.0
CCCCNC(=O)C1(C)CCCCN1C(=O)c1cc2ccccc2s1 (stereo unspecified),2.0,2.0,-9.0,3.8,0.0,-13.2,-2.0,1.4,0.1,104.0
COc1ccccc1N1CCN(C(=O)c2ccc3c(=O)n(Cc4ccc5c(c4)OCO5)c(=O)[nH]c3c2)CC1,-6.4,0.0,-0.5,8.0,0.7,2.2,1.6,-0.2,-1.8,91.0
CCN1CCN(c2nc(C)c3c(n2)CCCC3=O)CC1,8.8,-4.7,2.3,-4.0,0.1,6.6,-0.4,-2.0,4.2,94.0
CC(C)(C)N1OC2CC1c1nc3ccccc3n1C2 (stereo unspecified),-1.1,3.0,-2.3,0.6,0.1,0.7,-1.9,1.6,0.6,91.0
Cc1c(C(=O)NCc2ccccn2)oc2ccccc12,-1.1,-2.6,1.1,3.5,-0.1,-3.4,0.5,0.5,1.0,94.0
O=C(Cc1ccc(NC(=O)C2CCN(C(=O)c3ccccc3)CC2)cc1)Nc1ccc(C(=O)N2CCOCC2)cc1,-2.4,10.6,3.5,-2.4,-0.1,-2.9,0.8,-0.8,1.5,103.0
Cc1ccsc1/C=N/NC(=O)CN1CCN(S(=O)(=O)c2ccc(Br)cc2)CC1,-4.1,1.0,6.8,2.0,0.1,4.0,0.4,-2.6,0.3,121.0
O=C(CCCN1C(=O)c2cccc3cccc(c23)C1=O)NCc1cccs1,9.2,0.7,-0.1,2.2,0.1,0.8,-0.3,2.6,7.4,96.0
COc1ccc2[nH]c(O)c(N=NC(=O)c3ccc(NS(=O)(=O)c4cccs4)cc3)c2c1,-2.7,9.1,0.8,-4.2,-0.3,-0.4,9.0*,-1.3,2.2,110.0
N/C(=N/S(=O)(=O)c1ccccc1)c1cccc([N+](=O)[O-])c1,3.5,10.4,-2.5,-4.0,0.0,0.2,-0.6,-0.2,-0.3,96.0
CCN(c1ccccc1)S(=O)(=O)c1ccc(OC)c(NC(=O)CNCCc2ccccc2)c1,-14.1,-1.9,84.9*,7.7,0.6,-2.7,1.6,-0.1,-2.9,93.0
O=C(Nc1cccc(C(F)(F)F)c1)c1ccc2sc([C@H]3C[C@H](O)[C@@H](CO)O3)nc2c1,3.7,5.2,3.4,3.1,0.2,7.1,0.1,1.6,-1.1,92.0
O=C(CSc1nccn1-c1ccccc1)NCc1ccc2c(c1)OCO2,-4.9,8.5,4.8,1.1,0.1,-1.4,-2.3,1.8,-1.6,92.0
O=c1c2oc3ccccc3c2ncn1Cc1ccccc1Cl,-0.9,-2.0,-0.2,-0.2,-0.1,-3.2,-0.8,0.4,2.7,95.0
